From PubChem
SENP6 block = inhibitors of human SENP6 protease; Q9GZR1; Recombinant SENP6 catalytic domain, aminoluciferin luminescence; inhibition, % at 10 µM; 1.8% of 330,000 active;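 active = inhibition above about 50% at the single tested dose, limit read from the data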;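 note: plate controls were DMSO wells with enzyme for no effect and DMSO wells lacking enzyme for full effect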
Target sequence (Q9GZR1 628-1112 limits assumed): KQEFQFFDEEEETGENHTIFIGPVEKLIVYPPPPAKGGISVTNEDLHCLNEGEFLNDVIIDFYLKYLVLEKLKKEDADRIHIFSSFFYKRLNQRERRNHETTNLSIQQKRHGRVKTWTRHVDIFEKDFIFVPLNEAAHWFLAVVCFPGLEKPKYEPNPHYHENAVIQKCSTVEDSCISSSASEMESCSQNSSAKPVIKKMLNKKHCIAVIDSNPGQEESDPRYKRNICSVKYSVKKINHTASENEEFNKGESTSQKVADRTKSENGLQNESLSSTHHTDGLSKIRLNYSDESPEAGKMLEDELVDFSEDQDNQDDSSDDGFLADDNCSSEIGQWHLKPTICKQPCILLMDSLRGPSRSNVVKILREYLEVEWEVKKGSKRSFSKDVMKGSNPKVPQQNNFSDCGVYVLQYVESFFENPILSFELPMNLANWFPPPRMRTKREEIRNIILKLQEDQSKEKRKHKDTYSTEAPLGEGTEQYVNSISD
SENP1 inh = SENP1 (human) catalytic domain inhibition. Q9P0U3. recombinant SENP1 catalytic domain, CyPet-SUMO1-YPet FRET cleavage. inhibition, % at 10 µM. 0.21% of 360,000 active. AID 624204;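 active = inhibition at least 30% at 10 µM, raw YFP signal under a set limit, fluorescence ratio 0.5 to 1.5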;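 note: 0% = enzyme with DMSO and 100% = no enzyme wells; some results filed as inactive read as strong as hits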
Target sequence (Q9P0U3 419-644 limits assumed): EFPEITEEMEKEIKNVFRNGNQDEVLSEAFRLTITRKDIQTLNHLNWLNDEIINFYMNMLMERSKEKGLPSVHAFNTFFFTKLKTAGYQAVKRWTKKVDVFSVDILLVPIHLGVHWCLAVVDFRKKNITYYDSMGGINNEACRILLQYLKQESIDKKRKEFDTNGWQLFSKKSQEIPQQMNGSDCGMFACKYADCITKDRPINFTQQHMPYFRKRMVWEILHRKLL
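system = hSENP1 catalytic domain, recombinant | reagent = SFCypet-SUMO1-SFYpet substrate at 25 nM | doses = one dose per compound, 10 µM, 0.5% DMSO | incubation = enzyme reaction for 50 min at room temperature, dark | measured by = FRET, CFP and YFP emission | controls = no-enzyme low, enzyme-DMSO high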
SENP8 block-1 = blocks the human protease SENP8 | Q96LD8 | purified SENP8, Z-RLRGG-aminoluciferin cleavage, luminescence | inhibition, % at 10 µM | 1.2% of 330,000 active | AID 2540; in the data active = inhibition above about 50%
SENP7 block = SENP7 protease inhibition; AID 434973; recombinant SENP7, Z-RLRGG-aminoluciferin luminescence, 40 min; Q9BQF6; 1.5% of 330,000 active; inhibition, % at 5 µM;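 active = inhibition above about 50% at the single test dose, limit read from the data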;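 note: plate controls were DMSO with enzyme for no effect and no enzyme buffer wells for full effect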
Target sequence (Q9BQF6 706-1050 limits assumed): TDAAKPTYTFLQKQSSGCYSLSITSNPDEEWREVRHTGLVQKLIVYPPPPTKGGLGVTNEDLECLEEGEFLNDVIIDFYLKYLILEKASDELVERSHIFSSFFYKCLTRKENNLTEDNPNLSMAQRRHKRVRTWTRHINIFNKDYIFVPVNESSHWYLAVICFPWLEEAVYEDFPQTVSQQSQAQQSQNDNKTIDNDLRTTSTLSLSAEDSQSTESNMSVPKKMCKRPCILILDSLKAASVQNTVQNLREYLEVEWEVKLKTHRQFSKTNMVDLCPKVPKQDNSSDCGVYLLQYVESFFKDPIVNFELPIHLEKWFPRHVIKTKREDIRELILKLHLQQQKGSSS
UBC13 inh = inhibitors of human UBC13 polyubiquitin chain formation. TR-FRET. inhibition, % at 20 µM. 0.47% of 330,000 active; in the data active = inhibition above about 45%, passing the limit was not always enough
Apaf-1 inh = human Apaf-1 inhibition | AID 489030 | 0.71% of 330,000 active | reconstituted apoptosome caspase-3 activity, DEVD-Rh110 fluorescence | O14727 | inhibition, % at 20 µM; active = inhibition of at least 40% at 20 µM;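 note: plate controls were DMSO wells for no effect and DEVD-CHO caspase inhibitor wells for full effect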
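Assay system – apoptosome proteins · Medium – Hepes buffer, pH 7.5 · Also added – cytochrome c with DEVD-Rh110 · Timing – 30 min compound preincubation, 50 min activation, room temperature · Detection – Rh110 fluorescence, excitation 480 nm, emission 540 nm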
APOBEC3G inh = APOBEC3G (human) deaminase inhibition | recombinant A3G, ssDNA deamination FAM/TAMRA fluorescence | inhibition, % at 20 µM | 0.28% of 330,000 active | Q9HC16;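 active = inhibition of at least 40% at 20 µM, with no more than 30% in the related APOBEC3A deaminase screen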;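 note: plate controls were DMSO wells with A3G for no effect and wells lacking A3G enzyme for full effect; some compounds called inactive have numbers as strong as hits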
SENP8 block-2 = inhibitors of human SENP8 protease; Q96LD8; recombinant SENP8, Nedd8 substrate fluorescence; inhibition, % at 20 µM; 0.64% of 360,000 active; AID 602440; in the data active = inhibition mostly above about 40%, no sharp cut-off; inactive = mostly below about 27%
* marks the source's active call; other numbers are inactive results; . = not tested or not shown.

SMILES | SENP6 block | SENP1 inh | SENP8 block-1 | SENP7 block | UBC13 inh | Apaf-1 inh | APOBEC3G inh | SENP8 block-2
Cc1ccc(-c2n[nH]c(=S)c3ccccc23)cc1 | -8 | 1 | -1 | 1 | 0 | -3 | -6 | 22
N[C@@H](Cc1ccccc1)C(=O)N1CCC(C(=O)NCC(=O)NCC(=O)O)CC1 | 2 | 3 | -4 | 3 | 3 | -1 | -4 | 11
CN1c2ccccc2N(C)C1c1ccc2c(c1)OCO2 | 2 | 0 | 3 | 0 | -3 | 1 | -1 | 10
Cc1cc(C)c(S(=O)(=O)Nn2cnnc2)c(C)c1 | -6 | 1 | 3 | 6 | -1 | -4 | -2 | 5
CCOc1ccccc1N1CCN(C(=O)NCc2ccc(F)cc2)CC1 | 2 | 2 | -3 | 5 | 7 | 1 | -6 | 4
Cc1nn(CCC(=O)NCc2ccc(N(C)C)cc2)c(=O)c2nn(-c3ccccc3)c(C)c12 | -9 | 1 | 0 | 7 | 5 | -6 | -3 | 12
COc1cc(C2C(C(C)=O)=C(C)Nc3ncnn32)ccc1O (stereo unspecified) | -16 | 2 | -14 | 1 | -3 | -4 | -1 | 21
COc1ccc(NC(=O)/C(C#N)=C/c2c(C)nn(-c3ccc(F)cc3)c2Cl)cc1Cl | 6 | 1 | 2 | 5 | -4 | 16 | -7 | 13
COc1c(C)cc(C(=O)C2CCCN(Cc3cccc4nccnc34)C2)cc1C (stereo unspecified) | -13 | 1 | -8 | -1 | 0 | 7 | -3 | 15
O=C(NCn1cnccc1=O)c1ccccc1 | 11 | -1 | 3 | -6 | 6 | -7 | -5 | -1
CC(=O)c1ccc(NC(=O)C(C)N(C)CC(=O)Nc2ccc(Cl)cc2)cc1 (stereo unspecified) | -19 | 0 | -7 | -3 | -3 | 13 | -1 | 5
CC1=CCC2C(=O)N(c3cccc(C(=O)Nc4ccc(Cl)cc4)c3)C(=O)C2C1 (stereo unspecified) | 6 | 1 | 0 | 1 | -8 | 5 | -6 | 16
O=C1CCN(S(=O)(=O)c2ccccc2)CCN1CCOCc1ccc(C(F)(F)F)cc1 | -3 | 0 | -4 | -4 | -3 | 4 | -9 | 1
COc1ccc(-c2ccnc(SCC(=O)N3CCN(c4ccccc4)CC3)n2)cc1 | 0 | -3 | -6 | 4 | 5 | -1 | 1 | 8
Cc1cccc(N2CCN(C(=O)c3cc4c(=O)n(C)c5ccccc5c4n3C)CC2)c1C | -18 | -2 | 5 | 2 | -1 | 17 | -2 | -16
N#Cc1cc2c(=O)n3ccccc3nc2n(-c2ccc(Cl)cc2)c1=O | -20 | -38 | -6 | 4 | 9 | -1 | -6 | -369
COc1ccc(C(=O)N2CCC(NC(=O)C(Cc3ccccc3OC)NC(C)=O)CC2)cc1 (stereo unspecified) | 14 | 2 | -13 | -3 | -9 | 2 | -7 | 9
O=C(Nc1ccccc1Cl)Nn1cnnc1 | -4 | 3 | -1 | -8 | 3 | -8 | -8 | 1
CC(CO)Nc1nc(SCc2ccccc2)nc2sc3c(c12)CCC3 (stereo unspecified) | 6 | -13 | 6 | 1 | 10 | 16 | -1 | -111
CSc1cccc(NC(=O)COC(=O)C2CCN(S(=O)(=O)c3ccccc3)CC2)c1 | 1 | 1 | -4 | 7 | 14 | -6 | -8 | 4
CCCS(=O)(=O)N1CCCC(C(=O)N2CCN(c3ccccc3)CC2)C1 (stereo unspecified) | 5 | -1 | -12 | -12 | 4 | 40 | -4 | 23
CC(=O)Nc1ccc(NC(=O)C(C)OC(=O)CCc2c[nH]c3ccccc23)cc1 (stereo unspecified) | -2 | 2 | 15 | 0 | 7 | 5 | -2 | -1
C[C@]12c3[nH]c4cc(-c5ccco5)ccc4c3CCN1C(=O)[C@@H](CC(=O)NCCCn1ccnc1)C[C@@H]2C(=O)N1CCOCC1 | . | -2 | . | 0 | . | 16 | -2 | -372
Cc1noc(/C=C/c2ccco2)c1S(=O)(=O)N1CCC(C(=O)Nc2ccc(Cl)cn2)CC1 | -2 | 5 | -8 | 2 | -6 | 20 | -5 | -43

One compound at a time, as listed above:
`Cc1cccc(N2CCN(C(=O)c3cc4c(=O)n(C)c5ccccc5c4n3C)CC2)c1C` is entered as SENP6 block: -18; SENP1 inh: -2; SENP8 block-1: 5; SENP7 block: 2; UBC13 inh: -1; Apaf-1 inh: 17; APOBEC3G inh: -2; SENP8 block-2: -16
`COc1ccc(C(=O)N2CCC(NC(=O)C(Cc3ccccc3OC)NC(C)=O)CC2)cc1` (stereo unspecified) is entered as SENP6 block: 14; SENP1 inh: 2; SENP8 block-1: -13; SENP7 block: -3; UBC13 inh: -9; Apaf-1 inh: 2; APOBEC3G inh: -7; SENP8 block-2: 9

Other records follow.
SMILES | SENP6 block | SENP1 inh | SENP8 block-1 | SENP7 block | UBC13 inh | Apaf-1 inh | APOBEC3G inh | SENP8 block-2
Cc1cc2cc(CNS(=O)(=O)c3ccccc3)ccc2n1C | -4 | -6 | -9 | -14 | 4 | 61* | -4 | -38
O=S(=O)(c1ccc(C(F)(F)F)cc1)N1CCN(CCOc2ccccc2)CC1 | -7 | 1 | -5 | 3 | -1 | 17 | 0 | 5
C[C@H](NC(=O)C1CCN(S(=O)(=O)c2ccccc2)CC1)C(=O)NCc1ccco1 | -11 | 6 | -12 | -10 | -5 | 4 | -8 | 3
C[C@@]12C(=O)Nc3ccc(Cl)cc3C(=O)N1[C@H]1c3cc(Cl)ccc3OC[C@@H]1[C@@H]2c1ccccc1 | 8 | -2 | -2 | 6 | 14 | 15 | -4 | -5
Cc1cccc2c3c([nH]c12)CCN(C)C3 | 11 | -1 | -2 | 11 | 6 | 2 | 0 | 3
Cc1c(N=NC2=C(O)CC(C)(C)CC2=O)cc2c(c1[N+](=O)[O-])C(C)(C)CC2(C)C | -16 | -8 | -2 | 9 | -1 | 18 | 1 | 33
Cc1c(C=Nc2ccc(S(=O)(=O)CCO)cc2)c(O)[nH]c(=O)c1C#N | 3 | -3 | 9 | -5 | -12 | 8 | 1 | -20
O=C(NCCCN1CCCCC1)C1CCC(CNS(=O)(=O)c2cccc3nsnc23)CC1 (stereo unspecified) | 0 | 4 | -2 | 9 | -10 | 5 | -1 | 21
Nc1cc(N)nc(SCC(=O)Nc2ccc3c(c2)OCCCO3)n1 | -5 | 0 | -9 | -3 | -2 | -1 | -2 | 34
COc1cc([N+](=O)[O-])ccc1N1C(=O)C2C3C=CC(C4CC34)C2C1=O (stereo unspecified) | 9 | 1 | 5 | 4 | 0 | -6 | 0 | 5
CSCCC(NC(=O)C1CCC(C)CC1)C(=O)NCCN1CCC(C)CC1 (stereo unspecified) | 11 | -1 | 1 | 2 | -2 | -18 | -1 | 24
COc1ccc(C2=NOC(Cn3nc(-c4ccccc4)cc3C(=O)NCc3ccc(C)cc3)C2)cc1 (stereo unspecified) | -3 | 1 | -21 | -14 | -12 | 36 | -6 | 12
CC(C)CNC(=O)COC(=O)c1cc(S(=O)(=O)N2CCCCC2)ccc1N1CCOCC1 | -23 | 2 | -6 | -4 | 8 | -3 | -1 | -6
COc1ccc(OC)c(NC(=O)c2cccc3c2C(=O)N(C2CCCCC2)C3)c1 | -4 | -15 | -1 | 6 | 6 | 18 | -5 | 8
O=C(NCCc1nc(-c2ccccc2Cl)no1)c1ccccc1 | -6 | 1 | 0 | -2 | 6 | -2 | -4 | 10
COc1cc(S(=O)(=O)NCCCn2ccnc2)ccc1F | 13 | 0 | -8 | 0 | 1 | -7 | -5 | 28
CCOC(=O)C(O)(CC(=O)c1ccc(Cl)cc1)C(=O)OCC | -10 | 1 | -9 | -4 | -12 | -1 | -3 | 14
CCCc1nc2oc(C(=O)OCC)c(N)c2c2c1COC(C)(C)C2 | -13 | -1 | 2 | 10 | 17 | 6 | -3 | -303
CC(NC(=O)NC(=O)c1cccc(Cl)c1)c1ccccc1 (stereo unspecified) | -8 | 1 | -4 | -1 | 0 | 21 | 12 | 9
CN(CCO)c1ccc(-c2n[nH]c(=O)c3ccccc23)cc1[N+](=O)[O-] | 11 | 1 | 1 | -5 | -45 | 6 | -1 | 15
Cc1onc(-c2ccccc2)c1C(=O)NC(C)c1ccc2c(c1)OCO2 (stereo unspecified) | 5 | 0 | 2 | -4 | 0 | -8 | -3 | -2
COc1ccc(N(CC(=O)NCc2ccc(F)cc2)S(=O)(=O)c2c(C)noc2C)cc1 | 1 | 3 | -2 | 1 | 13 | -3 | -7 | 12
CC(NC(=O)COC(=O)/C(=C/c1cccs1)c1cccs1)c1ccccc1 (stereo unspecified) | -9 | -5 | -4 | 4 | 8 | 30 | -5 | 12
CCSc1nnc([C@H](Cc2ccccc2)NC(=O)OC(C)(C)C)o1 | 18 | 0 | -6 | 2 | 0 | -5 | -12 | 8
O=S(=O)(c1cccs1)N1CN(Cc2ccco2)c2nc3ccccc3nc21 | -12 | -38 | -5 | -8 | -14 | 7 | -2 | -427
c1ccc(CCNC2=NCCCS2)cc1 | 23 | -1 | 3 | 16 | 1 | 0 | -4 | 27
CCOC(=O)C1CCCN(CC(=O)NC2=Nc3ccccc3N=C(C)C2c2ccccc2)C1 (stereo unspecified) | 7 | -1 | 5 | 3 | -6 | 30 | -1 | 10
O=C(CSc1nncn1-c1ccccc1)Nc1c(F)cccc1F | -3 | 1 | 3 | 5 | -1 | -4 | -11 | 16
O=c1c2ccccc2c(=O)n2n1Cc1ccccc1C2 | -6 | -8 | -19 | 11 | -3 | -2 | -2 | -17
CCC/C(=N\NC(=O)c1cccc(C)c1)c1ccccc1 | -10 | 1 | -9 | 3 | 0 | 1 | -6 | 2
CCOc1cc(C(=O)N(CC)CC(=O)Nc2c(F)cccc2F)ccc1OCC(=O)N1CCCCC1 | -16 | 0 | -8 | -9 | 13 | 22 | 6 | 4
Cc1cccc(C)c1OCC(=O)OCC(=O)c1ccc2c(c1)NC(=O)CO2 | -17 | 4 | -6 | 0 | 3 | 0 | -4 | 5
NC(=O)[C@H](Cc1cc2ccccc2s1)NC(=O)[C@@H]1CC2(CC(c3cccc(NC(=O)[C@@H]4CCC(=O)N4)c3)=NO2)CN1C(=O)c1ccccc1 (stereo partly specified) | -5 | -2 | -8 | 3 | -2 | 12 | 6 | 9
COc1ccc(CNC(=O)CN2C(=O)NC(C)(c3ccc(C(C)(C)C)cc3)C2=O)cc1 (stereo unspecified) | 11 | 5 | -4 | -3 | 6 | 16 | -2 | 11
CCN1CCN(Cc2nc3c(c(=O)[nH]c(=O)n3C)n2Cc2ccccc2Cl)CC1 | -10 | -1 | 0 | -2 | 8 | -5 | -6 | -6
COc1ccc(NC(=O)N(C)C[C@H]2Oc3ccc(NS(=O)(=O)c4cccs4)cc3C(=O)N([C@H](C)CO)C[C@@H]2C)cc1 | 4 | 1 | -2 | 3 | -2 | 8 | -2 | 12

Some of these compounds in order of their number in SENP6 block, smallest number first.
SMILES	SENP6 block
O=S(=O)(c1cccs1)N1CN(Cc2ccco2)c2nc3ccccc3nc21	-12
Cc1onc(-c2ccccc2)c1C(=O)NC(C)c1ccc2c(c1)OCO2 (stereo unspecified)	5
CCOC(=O)C1CCCN(CC(=O)NC2=Nc3ccccc3N=C(C)C2c2ccccc2)C1 (stereo unspecified)	7

(continued)
SMILES | SENP6 block | SENP1 inh | SENP8 block-1 | SENP7 block | UBC13 inh | Apaf-1 inh | APOBEC3G inh | SENP8 block-2
COC(=O)CN(c1ccc(C)cc1)S(=O)(=O)c1ccc2c(c1)n(C)c(=O)c(=O)n2C | 0 | 1 | 4 | -7 | -3 | 5 | -2 | -23
COC(=O)c1cc2c(-c3ccccc3)cc3ccccn3c-2c1C(=O)OC | -3 | -56 | -12 | -9 | -62 | 14 | -7 | -113
CCOC(=O)c1c(C)[nH]c(C(=O)NCC(c2ccco2)N2CCCCC2)c1C (stereo unspecified) | 9 | -1 | -3 | -4 | 7 | 1 | -5 | 15
O=C(NCc1cn2ccccc2n1)c1ccco1 | 5 | -2 | -9 | -11 | 6 | 14 | -15 | -2

Hits appear at their usual frequency; 3.6% or so of the library scored in one or more.
